MBNL1 CUG block: blocks human MBNL1 binding to CUG repeat RNA | AID 2675 | Potency, µM (highest dose often 57.5 µM), for the others: at the highest dose activity change, negative = inhibition, usual class: inhibitors | TR-FRET MBNL1-His/biotin-(CUG)12 binding, 665/545 ratio | Q9NR56 | 0.036% of 280,000 active; active = well fitted inhibition curve with a large enough effect in the signal ratio, with a control signal flat, not every such curve was filed as active; inconclusive = small, poorly fitted or top-dose-only effect, or effect the other way, or a change in a side signal; inactive = no such curve, though single readings can be large or run the other way; the % refers to the signal ratio; note: potency is the fitted concentration of half-maximal effect; % is set by controls: 0 for no effect and ±100 for the full control effect
Target sequence (Q9NR56 whole entry, looked up): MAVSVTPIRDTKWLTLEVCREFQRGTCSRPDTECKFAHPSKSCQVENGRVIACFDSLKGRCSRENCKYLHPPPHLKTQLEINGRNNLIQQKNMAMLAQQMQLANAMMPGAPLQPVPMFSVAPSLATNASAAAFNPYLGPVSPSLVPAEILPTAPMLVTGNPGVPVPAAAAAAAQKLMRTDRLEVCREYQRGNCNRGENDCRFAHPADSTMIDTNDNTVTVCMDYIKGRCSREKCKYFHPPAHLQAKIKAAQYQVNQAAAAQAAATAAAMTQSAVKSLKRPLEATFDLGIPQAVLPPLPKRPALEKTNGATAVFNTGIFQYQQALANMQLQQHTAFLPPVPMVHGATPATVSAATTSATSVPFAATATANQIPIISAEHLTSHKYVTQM
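His-tagged MBNL1 binding to biotinylated (CUG)12 RNA was measured by TR-FRET using terbium anti-His antibody (0.055 ng/ul final) and streptavidin-XL665 (5 nM final). Compounds were titrated 92 nM to 58 uM; 60 min at room temperature.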
Coupling enz: counter-screen for Giardia aldolase inhibitors: coupling enzyme system | AID 2472 | coupling enzyme system counterscreen, AmpLite Red fluorescence | activity change, negative = inhibition, % at 58.2 µM, hits read low | 0.67% of 290,000 active; in the data active = activity change below about -30%; note: % is set by controls: 0 for no effect and ±100 for the full control effect
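Counterscreen of the coupled detection system alone, without aldolase: glyceraldehyde-3-phosphate coupling enzymes plus AmpLite Red readout. Compounds at 57.5 uM final, 10 min RT preincubation, 20 min RT reaction, fluorescence 525/598 nm.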
MLL CXXC-DNA inh: inhibitors of human MLL CXXC domain-DNA interaction. 0.037% of 290,000 active. MLL-CXXC / FITC-HOXA9 DNA fluorescence polarization. Potency, µM (titrated, usually from 115 µM), for inactives: at the top dose activity change, negative = inhibition, most hits filed as inhibitors. AID 2662; active = well fitted inhibition curve with a large enough effect in the polarisation, with a control signal flat, not every such curve was filed as active; inconclusive = small, poorly fitted or top-dose-only effect, or effect the other way, or a change in a side signal; inactive = no such curve, though single readings can be large or run the other way; the % refers to the polarisation; note: potency is the fitted concentration of half-maximal effect
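Purified MLL-CXXC (added from a 7 uM solution) was preincubated 5 min at ambient with pinned compounds in 50 mM Tris-HCl pH 7.5, 50 mM NaCl, 1 mM DTT, 0.05% BSA. Fluorescein-labeled HOX-A9 DNA (50 nM solution) followed, 30 min, then polarization read.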
hERG WT inh: inhibitors of human wildtype KCNH2 potassium channel; activity change, % at 1.84 µM; 0.37% of 340,000 active; Q12809; U2OS, BacMam KCNH2, thallium flux FluxOr; hits give low values;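 active = maximum activity change below -70%; inconclusive = maximum activity change between -70% and -50%; inactive = maximum activity change above -50%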; note: % is set by controls: 0 for no effect and ±100 for the full control effect
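U2OS cells were transduced with wild-type KCNH2 virus (2.03 x 10^8 / mL) for 4 h at room temperature, then cultured overnight at 37 C. Thallium flux was read with FluxOr dye. Rate constants were normalized to DMSO controls.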
a7 integrin act: activates integrin-mediated alleviation for muscular dystrophy. alpha7betagal myoblasts, beta-gal FDG fluorescence, 48 h. AID 624291. Potency, µM (titrated, usually from 38.3 µM), for inactives: at the top dose activation, usual class: activators. 0.064% of 350,000 active;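 note: potency is the fitted concentration of half-maximal effect; 100% = response of the positive control SU9516; nearly all actives have a fitted effect of over 60% in size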
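Alpha7betagal+/- myoblasts (passage 13) were plated 16-24 hr, then exposed to compounds (1:260 dilution of DMSO stock) for 48 hours at 37C. After MPER lysis, β-galactosidase reporter activity was read as FDG fluorescence (ex 480/em 540) after 30 minutes.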
TRPV1 ag: activates the human vanilloid receptor TRPV1; Q8NER1; 0.19% of 320,000 active; TRPV1-expressing cells, Fluo-8 calcium influx, agonist mode; activation, % at 8.33 µM; in the data active = activation above about 80%; inconclusive = between about 30% and that limit; note: 0% is about no effect
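TRPV1-expressing cells were cultured overnight at 35.5C and loaded with Fluo-8 calcium dye for 40 to 90 min at room temperature. After a 10 s baseline, compound was added and calcium influx was read kinetically for 3 min (ex 480/em 520 nm).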
S-ASM inh: human S-ASM enzyme inhibition | placental ASM, HMU-PC fluorogenic substrate, 60 min | 0.006% of 340,000 active | AID 504937 | P17405 | Potency, µM (top dose mostly 57.5 µM), inactives show at the highest dose activity change, negative = inhibition, usual class: inhibitors; note: potency is the fitted concentration of half-maximal effect
Target sequence (P17405 47-631 limits assumed): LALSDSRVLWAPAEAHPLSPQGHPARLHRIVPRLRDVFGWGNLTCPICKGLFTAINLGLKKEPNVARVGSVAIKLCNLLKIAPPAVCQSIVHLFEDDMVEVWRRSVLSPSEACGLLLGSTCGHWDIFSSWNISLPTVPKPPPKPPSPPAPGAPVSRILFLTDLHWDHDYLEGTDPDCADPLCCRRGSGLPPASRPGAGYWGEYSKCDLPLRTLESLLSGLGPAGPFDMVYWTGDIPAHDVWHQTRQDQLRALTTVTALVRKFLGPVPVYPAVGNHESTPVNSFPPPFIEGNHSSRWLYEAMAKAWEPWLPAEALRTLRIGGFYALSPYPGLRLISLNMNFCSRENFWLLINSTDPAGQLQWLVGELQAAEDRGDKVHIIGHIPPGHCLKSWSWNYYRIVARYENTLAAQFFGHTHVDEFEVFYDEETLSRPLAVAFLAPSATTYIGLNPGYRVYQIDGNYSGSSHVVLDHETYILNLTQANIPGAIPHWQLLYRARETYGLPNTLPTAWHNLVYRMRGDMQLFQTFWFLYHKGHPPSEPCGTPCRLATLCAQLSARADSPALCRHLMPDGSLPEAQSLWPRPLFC
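Human placenta-derived ASM enzyme was preincubated with compound for 10 minutes at room temperature, then given fluorogenic substrate HMU-PC0 (9 uM final) for 60 minutes at 37 °C; a pH 10 stop preceded fluorescence reading at Ex 386/Em 447 nm.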
GALK inhibitor: inhibitors of human galactokinase | Purified GALK, Kinase-Glo residual ATP luminescence | Potency, µM (doses to about 57.5 µM), for the others: top-dose activity change, negative = inhibition, actives largely listed as inhibitors | 0.007% of 270,000 active | AID 1868; note: potency is the fitted concentration of half-maximal effect; % is set by controls: 0 for no effect and ±100 for the full control effect
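ATP-depletion format; final 35 uM ATP, 100 uM D-galactose, 5 nM enzyme; pH 8.0 HEPES/Mg2+ buffer; 60 min RT; luminescence read 10 min after detection reagent.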
A-T KAP1 phos: potential ataxia-telangiectasia treatments restoring KAP-1 phosphorylation; AID 485349; […] A-T fibroblasts, KAP-1 phosphorylation AlphaLISA; neocarzinostatin DNA damage 30 min before lysis; Potency, µM (highest dose often 57.5 µM), for the others: at the top dose activation, usual class: activators; 0.19% of 320,000 active; note: potency is the fitted concentration of half-maximal effect; % of control where 0% means no effect; nearly all actives have a fitted effect of over 45% in size
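hTERT-immortalized A-T patient fibroblasts ([…]), 500 cells/well in OPTI-MEM, 1% FBS, got compounds for 60 min, then NCS for 30 min at 37C. Lysates were then assayed for phospho-KAP-1 by AlphaLISA (anti-pKAP1 donor, anti-KAP1 acceptor beads), 6 hr at 25C.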
KCNH2 3.1 block: blocks the human KCNH2 3.1 channel isoform. AID 720553. U2OS KCNH2 3.1, thallium flux FluxOr; hits give low values. activity change, % (tested at about 1.8 µM). 0.95% of 340,000 active;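 active = maximum activity change below -70%; inconclusive = maximum activity change from -70% to -50%; inactive = maximum activity change above -50%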;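 note: thallium influx rate constant from kinetic fluorescence after stimulation buffer; % is set by controls: 0 for no effect and ±100 for the full control effect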
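Measured as rate of thallium-driven FluxOr signal in transduced U2OS cells carrying the 3.1 channel, read kinetically for 2 min upon stimulation; values are rate constants scaled to DMSO control wells.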
The depositor's hits bear a star; i = inactive; ? = inconclusive; nt = no result given; [ ] = dose if it differs, or a comment. Unless noted, calls come from the whole dose curve; as a rule, active = well fitted curve in the direction sought with a large enough effect; inconclusive = small, poorly fitted or top-dose-only effect, or another doubt; inactive = no such curve, though single readings can be large; an effect the other way counts as inactive or inconclusive.

entry	Compound	MBNL1 CUG block	Coupling enz	MLL CXXC-DNA inh	hERG WT inh	a7 integrin act
1	COc1ccccc1/C=C(/C(=O)OCC(=O)NCc1ccccc1)c1ccccc1	nt	7.7	-2.7%	3.4	-9.6%
2	CCOC(=O)c1cc(-c2ccccc2)nn1CCC#N	2.9%	-0.6	-5.5%	-3.2	0.0%
3	COC(=O)c1ccc(CSc2nnc(CNC(=O)c3ccccc3F)o2)o1	-23.6%	4.6	-0.7%	1.6	-19.5%
4	Cc1cccc(OC(=O)Cn2c(C(F)(F)F)nc3ccccc32)c1	5.1%	5.9	-0.7%	-14.3	-8.3%
5	O=C(CCC1N=C2c3ccccc3N=C(SCC(=O)NCC3CCCO3)N2C1=O)NCc1ccc(F)cc1 (stereo not drawn)	3.2%	-1.9	-2.1%	1.8	8.5%
6	O=C(CSc1nc2ccccc2c(=O)[nH]1)Nc1ccc(S(=O)(=O)N2CCCC2)cc1	-10.6%	1.4	-11.1%	-8.4	-49.2%[inhibitor]
7	Cc1ccc(OCC(O)CN2CCN(CC(O)COc3ccc(C)cc3)CC2)cc1 (stereo not drawn)	9.4%	3.7	-6.3%	-9.2	?
8	C=CCOc1ccc(C=Nc2ccc(C)c(Cl)c2)c(O)c1	nt	0.0	4.2%	-17.7	5.6%
9	O=C(c1ccc(NS(=O)(=O)c2ccc(F)cc2)cc1)N1CCCCCC1	nt	nt	nt	-2.6	2.9%
10	COc1ccccc1N1CCN(/N=C\C(Br)=C\c2ccccc2)CC1	6.7%	-4.6	-19.1%	-1.9	-51.4%[inhibitor]
11	COc1ccc(C(=O)c2c(C)oc3ccc(O)cc23)c(OC)c1	-1.3%	-14.6	0.5%	-4.2	2.1%
12	COCCn1c(C)cc(/C=N/NC(=O)c2cc3ccccc3cc2O)c1C	nt	nt	nt	-10.1	9.5%

entry	TRPV1 ag	S-ASM inh	GALK inhibitor	A-T KAP1 phos	KCNH2 3.1 block
1	?	0.7%	0.6%	0.2%	nt
2	7.2	-1.2%	10.0%	1.0%	-10.4
3	-3.9	0.6%	1.8%	nt	16.9
4	1.3	-2.6%	-3.7%	5.6%	15.1
5	1.6	-1.6%	1.0%	2.1%	-8.5
6	0.3	-15.2%	-0.9%	5.8%	-13.0
7	6.8	1.9%	5.2%	3.0%	?
8	-3.3	10.5%	0.0%	-0.6%	9.5
9	2.1	5.7%	nt	-4.9%	5.0
10	2.6	-3.3%	3.1%	20.2%	6.6
11	-1.6	-4.3%	1.1%	2.2%	-7.4
12	-4.7	-23.2%	nt	-3.0%	1.8

As a working copy, two of the compounds above.
entry	Compound	MBNL1 CUG block	Coupling enz	MLL CXXC-DNA inh	hERG WT inh	a7 integrin act
11	COc1ccc(C(=O)c2c(C)oc3ccc(O)cc23)c(OC)c1	-1.3%	-14.6	0.5%	-4.2	2.1%
12	COCCn1c(C)cc(/C=N/NC(=O)c2cc3ccccc3cc2O)c1C	nt	nt	nt	-10.1	9.5%

entry	TRPV1 ag	S-ASM inh	GALK inhibitor	A-T KAP1 phos	KCNH2 3.1 block
11	-1.6	-4.3%	1.1%	2.2%	-7.4
12	-4.7	-23.2%	nt	-3.0%	1.8

Later entries.
entry	Compound	MBNL1 CUG block	Coupling enz	MLL CXXC-DNA inh	hERG WT inh	a7 integrin act
13	O=C(/C=C/c1c[nH]c2ccccc12)c1cccc2ccccc12	1.1%	-12.2	44.7%[activator]	-3.6	-24.7%
14	C=CCN(Cc1cccs1)C(=O)CN1CCN(S(=O)(=O)c2ccc3c(c2)OCCCO3)CC1	nt	nt	nt	-5.7	-29.5%
15	O=[N+]([O-])c1ccc(C2CN=C(Nc3ccccc3)S2)cc1 (stereo not drawn)	?	0.1	5.0%	-0.4	0.6%
16	C[C@H](O)[C@@H]1C(=O)N2CCc3ccc(-c4cccc(F)c4)cc3[C@@H]2C[C@@H]1N(C)C(=O)C(C)(C)C	nt	nt	nt	-2.7	16.9%
17	Cc1ccc2nc3c(cc(C(=O)NCCc4ccccc4)c(=N)n3CC3CCCO3)c(=O)n2c1 (stereo not drawn)	?	4.4	5.7%	-8.5	-16.3%
18	Cc1ccc(C(=O)N(C)CCOc2ccccc2)cc1S(=O)(=O)N1CCCCC1	nt	nt	nt	10.6	-19.5%
19	O=C(O)c1ccc(N/N=C/c2cccc3nccnc23)cc1	?	3.6	6.2%	-6.5	-24.4%
20	Cc1c(C=NNC(=O)c2ccc(Br)cc2)c2ccccn2c1C(=O)c1ccncc1	nt	nt	nt	-4.0	24.5%
21	Cc1ccc2c(c1)c(C)cc[n+]2Cc1ccccc1	?	-0.3	-6.7%	-10.4	-45.2%[inhibitor]
22	Cc1ccc(C)c(SCC(=O)NCc2ccco2)c1	-17.2%	-0.5	3.0%	8.9	-11.1%
23	CC(Sc1nnc(NCc2ccccc2)s1)C(=O)Nc1ccc2c(c1)C(=O)c1ccccc1C2=O (stereo not drawn)	?	-4.0	6.0%	-0.3	28.0%
24	CCCCn1c(N)c(N(CC(C)C)C(=O)c2ccc(COc3ccccc3)o2)c(=O)[nH]c1=O	-3.4%	nt	3.8%	-15.8	21.4%

entry	TRPV1 ag	S-ASM inh	GALK inhibitor	A-T KAP1 phos	KCNH2 3.1 block
13	28.8	44.5%[activator]	-2.1%	2.2%	-23.4
14	6.3	2.8%	nt	2.0%	-5.2
15	6.5	-2.5%	-0.3%	-2.2%	3.9
16	nt	?	nt	nt	-36.3
17	-0.5	i	-0.9%	3.8%	-27.1
18	?	-1.6%	nt	4.8%	9.0
19	3.1	-1.4%	nt	-4.5%	-1.5
20	nt	-0.3%	nt	6.1%	-5.2
21	0.8	-3.1%	0.5%	3.6%	15.1
22	-2.8	0.8%	-1.2%	2.1%	-4.2
23	-0.7	-14.9%	1.7%	-21.7%	-0.8
24	-0.7	2.3%	-4.5%	11.3%	1.1

Remaining list, next part.
entry	Compound	MBNL1 CUG block	Coupling enz	MLL CXXC-DNA inh	hERG WT inh	a7 integrin act
25	C[C@H](CO)N1C[C@H](C)[C@@H](CN(C)CC2CCCCC2)Oc2c(NC(=O)Cc3ccccc3)cccc2C1=O	nt	nt	nt	-9.7	-21.2%
26	CC1CCN(C(=S)SCc2nc(N)nc(Nc3ccccc3)n2)CC1	-5.9%	-0.5	-5.2%	1.7	5.0%
27	Cc1cc(C)c(NC2=NS(=O)(=O)c3ccccc32)c(C)c1	0.0%	-0.6	-8.6%	-8.1	-5.4%
28	O=C(Oc1ccc(OC(=O)c2ccco2)c(S(=O)(=O)c2ccc(Cl)cc2)c1)c1ccco1	nt	1.9	178.6%[activator]	2.4	-2.9%
29	Cc1c(Cl)cccc1NC(=O)CNC(=O)c1ccc2c(c1)OCCO2	nt	nt	nt	-17.7	5.5%
30	COC(=O)CNC(=O)C(C)NC(=O)CNC(=O)OCc1ccccc1 (stereo not drawn)	-2.0%	7.6	2.8%	6.5	-10.5%
31	COc1ccc(-c2cc(C(=O)NCCN3CCOCC3)c3ccccc3n2)cc1	30.4%[activator]	-0.5	5.4%	-3.1	12.8%
32	Cn1cnnc1Sc1nc2c(c(=O)n(C)c(=O)n2C)n1Cc1ccccc1Cl	-26.7%	1.9	2.2%	2.1	4.0%
33	CC(=O)N1CCN(S(=O)(=O)c2cccc(C(=O)NCCC3=CCCCC3)c2)CC1	nt	nt	nt	11.0	6.4%
34	Cc1nn(CC(=O)Nc2ccc(N3CCOCC3)cc2)c(C)c1[N+](=O)[O-]	nt	nt	nt	-2.3	0.7%
35	Cc1nn2c(-c3ccc(F)cc3)ccnc2c1Cl	28.2%	0.1	-1.4%	-5.6	-3.9%
36	CCn1c(SCC(=O)OC(C)C)nnc1-c1cccc(Cl)c1	-9.8%	0.6	0.4%	3.7	?

entry	TRPV1 ag	S-ASM inh	GALK inhibitor	A-T KAP1 phos	KCNH2 3.1 block
25	nt	-5.8%	nt	?	-22.8
26	3.4	-8.9%	1.4%	-2.7%	-9.5
27	-0.7	1.8%	-0.3%	1.4%	6.8
28	1.6	-8.1%	-0.5%	4.6%	-11.6
29	nt	-4.2%	nt	2.3%	-21.5
30	-2.1	1.5%	nt	0.0%	4.7
31	4.8	114.7%[activator]	0.3%	11.5%	0.3
32	-0.9	1.3%	-1.6%	nt	-1.3
33	2.6	4.2%	nt	-3.0%	-7.9
34	nt	6.3%	nt	5.1%	0.3
35	-1.7	-0.1%	nt	3.5%	-11.4
36	-2.0	4.6%	-0.4%	5.1%	-3.2

Assay outcomes: PubChem, National Center for Advancing Translational Sciences (NCATS)
